# Coupling enz – coupling enzyme interference in Giardia aldolase counter-screen; activity change, negative = inhibition, % at 58.2 µM, hits read low; coupling enzyme system counterscreen, AmpLite Red fluorescence; 290,000 compounds, 0.67% hits; in the data active = activity change below about -30%; note: % is set by controls: 0 for no effect and ±100 for the full control effect
#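 Final compound at 57.5 uM, incubated 10 min at RT with coupling enzyme reagent (glyceraldehyde-3-phosphate), then 20 min with substrate and AmpLite Red detection. Fluorescence read at 525/598 nm; tests interference with the coupling assay, not aldolase inhibition.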
# AT treatment – candidate therapy for ataxia-telangiectasia. AID 485349. Potency, µM (top dose mostly 57.5 µM), for the others: at the highest dose activation, most hits filed as activators. 320,000 compounds, 0.19% hits. […] A-T fibroblasts, KAP-1 phosphorylation AlphaLISA; neocarzinostatin DNA damage 30 min before lysis; note: potency is the fitted concentration of half-maximal effect; % of control where 0% means no effect; nearly all actives have a fitted effect of over 45% in size
#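 hTERT-immortalized A-T patient fibroblasts ([…]), 500 cells/well in OPTI-MEM, 1% FBS, got compounds for 60 min, then NCS for 30 min at 37C. Lysates were then assayed for phospho-KAP-1 by AlphaLISA (anti-pKAP1 donor, anti-KAP1 acceptor beads), 6 hr at 25C.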
# GALK inh – blocks human galactokinase activity | P51570 | Purified GALK, Kinase-Glo residual ATP luminescence | Potency, µM (top dose mostly 57.5 µM), for the others: top-dose activity change, negative = inhibition, actives largely listed as inhibitors | 270,000 compounds, 0.007% hits; note: potency is the fitted concentration of half-maximal effect; % is set by controls: 0 for no effect and ±100 for the full control effect
#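 Kinase-Glo Plus luminescence measured ATP left after a 1 h room-temperature reaction. The reaction used 5 nM GALK, 100 uM galactose and 35 uM ATP at pH 8.0 (20 mM HEPES, 5 mM MgCl2, 60 mM NaCl, 1 mM DTT, 0.01% BSA).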
# hERG WT inh – KCNH2 (human, wildtype) channel inhibition; U2OS, BacMam KCNH2, thallium flux FluxOr; stronger effect = lower value; activity change, % at 1.84 µM; 340,000 compounds, 0.37% hits; AID 720551;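 active = maximum activity change below -70%; inconclusive = maximum activity change between -70% and -50%; inactive = maximum activity change above -50%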; note: % is set by controls: 0 for no effect and ±100 for the full control effect
#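 U2OS cells were transduced with wild-type KCNH2 virus (2.03 x 10^8 / mL) for 4 h at room temperature, then cultured overnight at 37 C. Thallium flux was read with FluxOr dye. Rate constants were normalized to DMSO controls.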
# KCNH2 3.1 inh – blocks the human KCNH2 3.1 channel isoform; activity change, % (tested at about 1.8 µM); 340,000 compounds, 0.95% hits; U2OS KCNH2 3.1, thallium flux FluxOr; stronger effect = lower value; AID 720553;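 active = maximum activity change below -70%; inconclusive = maximum activity change from -70% to -50%; inactive = maximum activity change above -50%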;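 note: thallium influx rate constant from kinetic fluorescence after stimulation buffer; % is set by controls: 0 for no effect and ±100 for the full control effect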
#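 We transduce U2OS cells with the mutant 3.1 virus, culture them overnight, load FluxOr with Red40 quencher for 45 min, then add stimulation buffer and read kinetically for 2 min to derive a normalized rate constant.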
# Integrin act MD – integrin-mediated muscular dystrophy alleviation activation; AID 624291; 350,000 compounds, 0.064% hits; Potency, µM (highest dose often 38.3 µM), for inactives: at the top dose activation, hits mostly activators; alpha7betagal myoblasts, beta-gal FDG fluorescence, 48 h;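 note: potency is the fitted concentration of half-maximal effect; 100% = response of the positive control SU9516; nearly all actives have a fitted effect of over 60% in size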
#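 alpha7betagal+/- myoblasts (passage 13, 250/well) treated 48 h at 37C with compounds at 1:260 dilution of DMSO stock. Lysed, then beta-galactosidase activity read as FDG fluorescence (ex 480/em 540) after 30 min, with pre-read for autofluorescence.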
# MLL CXXC-DNA inh – inhibitors of human MLL CXXC domain-DNA interaction; MLL-CXXC / FITC-HOXA9 DNA fluorescence polarization; Potency, µM (doses to about 115 µM), for inactives: at the top dose activity change, negative = inhibition, usual class: inhibitors; AID 2662; Q03164; 290,000 compounds, 0.037% hits; active = well fitted inhibition curve with a large enough effect in the polarisation, with a control signal flat, not every such curve was filed as active; inconclusive = small, poorly fitted or top-dose-only effect, or effect the other way, or a change in a side signal; inactive = no such curve, though single readings can be large or run the other way; the % refers to the polarisation; note: potency is the fitted concentration of half-maximal effect
#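 Steps: dispense CXXC domain solution (7 uM) → pin compounds or unlabeled HOX-A9 DNA control → 5 min ambient → add FLSN-HOX-A9 solution (50 nM) → spin → 30 min ambient → fluorescence polarization. Tris pH 7.5/NaCl/DTT/BSA buffer.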
# MBNL1 CUG block – blocks human MBNL1 binding to CUG repeat RNA; TR-FRET MBNL1-His/biotin-(CUG)12 binding, 665/545 ratio; 280,000 compounds, 0.036% hits; Potency, µM (top dose mostly 57.5 µM), for the others: top-dose activity change, negative = inhibition, hits mostly inhibitors; Q9NR56; AID 2675; active = well fitted inhibition curve with a large enough effect in the signal ratio, with a control signal flat, not every such curve was filed as active; inconclusive = small, poorly fitted or top-dose-only effect, or effect the other way, or a change in a side signal; inactive = no such curve, though single readings can be large or run the other way; the % refers to the signal ratio; note: potency is the fitted concentration of half-maximal effect; % is set by controls: 0 for no effect and ±100 for the full control effect
# Target sequence (Q9NR56 whole entry, looked up): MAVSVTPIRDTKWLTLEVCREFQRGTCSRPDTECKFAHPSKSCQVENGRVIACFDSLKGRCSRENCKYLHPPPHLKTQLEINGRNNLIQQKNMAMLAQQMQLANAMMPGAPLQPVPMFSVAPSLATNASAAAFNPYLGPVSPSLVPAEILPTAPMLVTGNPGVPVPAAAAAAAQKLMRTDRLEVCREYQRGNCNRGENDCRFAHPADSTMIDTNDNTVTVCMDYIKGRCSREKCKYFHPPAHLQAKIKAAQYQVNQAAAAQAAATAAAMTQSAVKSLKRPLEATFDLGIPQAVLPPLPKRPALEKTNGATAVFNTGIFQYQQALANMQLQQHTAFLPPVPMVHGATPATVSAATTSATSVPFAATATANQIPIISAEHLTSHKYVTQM
#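 TR-FRET between His-tagged MBNL1 and biotin-(CUG)12 RNA, detected with Tb anti-His antibody (0.055 ng/ul) and streptavidin-XL665 (5 nM), 60 min at room temperature. Compounds titrated 92 nM to 58 uM; 665/545 nm ratio normalized to buffer and complex controls.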
# ASM inhibitor – human S-ASM enzyme inhibition; placental ASM, HMU-PC fluorogenic substrate, 60 min; Potency, µM (top dose mostly 57.5 µM), inactives show at the top dose activity change, negative = inhibition, hits mostly inhibitors; 340,000 compounds, 0.006% hits; note: potency is the fitted concentration of half-maximal effect
# Target sequence (P17405 47-631 limits assumed): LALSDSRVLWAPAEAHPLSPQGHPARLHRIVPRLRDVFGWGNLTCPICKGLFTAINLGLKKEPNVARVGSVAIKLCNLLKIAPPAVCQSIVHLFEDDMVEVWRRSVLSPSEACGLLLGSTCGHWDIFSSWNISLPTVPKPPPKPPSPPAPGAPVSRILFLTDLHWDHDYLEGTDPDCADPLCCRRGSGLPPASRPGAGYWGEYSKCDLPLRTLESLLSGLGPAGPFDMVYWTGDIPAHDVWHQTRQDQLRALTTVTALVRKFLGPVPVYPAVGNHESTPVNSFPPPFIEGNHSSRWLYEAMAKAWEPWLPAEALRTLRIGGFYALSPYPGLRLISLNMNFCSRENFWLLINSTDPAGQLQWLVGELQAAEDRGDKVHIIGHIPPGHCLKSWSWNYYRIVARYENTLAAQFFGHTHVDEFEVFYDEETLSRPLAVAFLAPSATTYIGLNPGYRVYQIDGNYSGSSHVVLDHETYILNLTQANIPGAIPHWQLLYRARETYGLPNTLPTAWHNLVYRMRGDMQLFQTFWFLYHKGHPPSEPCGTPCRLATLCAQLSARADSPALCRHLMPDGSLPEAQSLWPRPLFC
#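 Fluorescence read-out (Ex 386 nm, Em 447 nm) after stopping the reaction at pH 10. Enzyme: ASM from human placenta; substrate HMU-PC0, 9 uM final; 60 min, 37 °C. Compound preincubation 10 min, ambient temperature.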
# TRPV1 agonist – activates the human vanilloid receptor TRPV1; Q8NER1; TRPV1-expressing cells, Fluo-8 calcium influx, agonist mode; activation, % at 8.33 µM; 320,000 compounds, 0.19% hits; AID 540275; in the data active = activation above about 80%; inconclusive = between about 30% and that limit; note: 0% is about no effect
#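 Fluo-8 calcium influx in TRPV1-expressing cells, kinetic read (ex 480/em 520 nm). Compound added and read 3 min for agonist activity, followed by capsaicin at EC20 final and 2 min further read for enhancement.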
# Numbers without * were called inactive; ? = inconclusive; . = not tested or not shown; & = joins results of further samples; [ ] = dose if it differs, or a comment. Unless noted, calls come from the whole dose curve; as a rule, active = well fitted curve in the direction sought with a large enough effect; inconclusive = small, poorly fitted or top-dose-only effect, or another doubt; inactive = no such curve, though single readings can be large; an effect the other way counts as inactive or inconclusive.
SMILES,Coupling enz,AT treatment,GALK inh,hERG WT inh,KCNH2 3.1 inh,Integrin act MD,MLL CXXC-DNA inh,MBNL1 CUG block,ASM inhibitor,TRPV1 agonist
S=C(Nc1ccc2nsnc2c1)NC1CCCCC1,-66.8*,13.0%,-2.2%,-1.1,-12.8,-32.0%,-1.7%,?,4.7%,-4.7
CCOc1ccc(CCNS(=O)(=O)c2ccc3c(c2)oc(=O)n3C)cc1OCC,.,27.1%,9.7%,8.3,6.7,0.0%,8.4%,-3.6%,1.3%,1.7
COc1ccccc1N1C(=O)N(C(C)=O)C2C1Nc1ccccc1N2C (stereo not given),-40.3*,-6.6%,4.8%,-6.4,1.1,-18.5%,19.7%,?,6.8%,-1.2
CCOC(=O)N1N=C(C)CC1(O)c1ccccc1 (stereo not given),2.4,-5.5%,0.8%,9.3,13.6,-3.4%,6.3%,.,4.6%,-1.4
O=C(Nc1ccc(C(=O)NCCCN2CCN(c3ccccc3)CC2)cc1)C1=CSCCO1,.,3.5%,-0.7%,22.5,-15.8,-27.6%,12.1%,-2.4%,5.6%,7.6
Cc1nn(C(C)C(=O)O)c(=O)c2c1sc1ccccc12 (stereo not given),0.2,-5.8%,-0.1%,0.6,-5.6,-0.5%,-6.1%,62.2%[activator],0.7%,3.3
COc1ccc(NC(=S)NC2CC3CCC(C2)N3Cc2ccco2)cc1 (stereo not given),1.0,5.1%,0.5%,19.8,-4.9,1.8%,4.7%,-11.7%,3.4%,1.1
Cc1[nH]c2ccccc2c1-c1nc(-c2ccc(Cl)cc2)nnc1-c1ccccc1,-0.1,0.1%,3.0%,.,.,.,17.9%,-2.4%,.,0.8
Cc1c(NC(=O)Cn2cc([N+](=O)[O-])cn2)c(=O)n(-c2ccccc2)n1C,-0.4,5.9%,3.0%,2.8,-1.4,-8.4%,0.2%,.,0.7%,-11.6
O=C(O)CSc1nccn1-c1cccc(Cl)c1,2.0,.,5.0%,-5.2,-30.1,-26.9%,-1.8%,-3.8%,5.4%,-4.5
OCCCNc1nc(-c2ccc(Br)cc2)nnc1-c1ccc(Cl)cc1,-0.7,2.0%,-0.1%,-7.1,-0.8,-0.2%,0.4%,25.6%,-11.0%,3.0
Cc1cc(C)nc(NC(=O)c2c(F)c(F)c(F)c(C(=O)Nc3cc(C)cc(C)n3)c2F)c1,.,.,.,-1.9,6.6,-61.3%[inhibitor],.,.,81.1%[activator],.
Cc1ccc(OCC(=O)Nn2cnc3ccccc32)cc1,-2.8,10.1%,0.5%,8.8,7.2,1.9%,3.8%,-1.9%,-1.1%,5.0
O=C(CCC(=O)OCCCC(F)(F)C(F)(F)F)NC1CCCCC1,2.5,-3.9%,-0.5%,-10.4,3.5,-3.6%,0.2%,-2.9%,-1.7%,-4.5
O=C(CCc1ccccc1O)N/N=C/c1ccc(Sc2cccc3cccnc23)o1,-10.7,3.1%,1.4%,-2.0,-20.1,-66.1%[inhibitor],-0.3%,15.2%,?,-2.4
CC(C)OC(=O)c1cccc(C(=O)Oc2ccc(Br)cc2)n1,.,4.7%,-5.1%,2.3,-10.3,17.9%,-11.8%,5.7%,-0.5%,-0.3
CC(=O)Nc1ccc(NC(=O)C(C)OC(=O)C2CCCCC2)cc1 (stereo not given),.,6.9%,.,-21.3,7.1,4.4%,.,.,2.6%,1.3
C=CCOc1ccc(Cl)cc1CNCCCN1CCOCC1,-0.4,4.1%,-2.5%,22.8,1.3,-26.9%,1.7%,13.8%,3.6%,-1.9
COC(=O)c1cccc(NC(=O)CSc2nnc(COc3ccccc3)n2C)c1,-0.7,-3.1%,0.2%,7.1,-1.9,1.3%,-1.3%,-8.4%,-0.4%,-3.9
Cc1ccccc1CS(=O)(=O)c1cnc2ccccc2n1,-2.0,-0.3%,-1.4%,-0.8,5.6,-58.4%[inhibitor],0.9%,27.8%,3.4%,7.0
CC(=O)N1[C@H](Cc2ccccc2)C=C[C@]1(C)C(=O)NCc1ccccn1,0.1&0.1,6.4%,.,-2.3,-9.6,27.4%,-0.3%,38.4%[activator],7.5%,9.4
O=C(C1CCN(C2CCN(CC3CC=CCC3)CC2)CC1)N1CCOCC1 (stereo not given),4.6,1.4%,11.7%,9.4,-14.9,-37.1%,2.8%,1.4%,39.5%[activator],0.7
CCN(CC)CCNC(=O)CCCCn1c(=S)[nH]c2c([nH]c3ccc(OC)cc32)c1=O,-3.0,0.5%,-1.7%,-14.5,6.9,4.5%,?,?,10.1%,-1.9
Cc1cc(C)c(C)c(S(=O)(=O)NCc2ccc(C(=O)N3CCOCC3)cc2)c1C,.,-9.3%,-2.9%,-21.0,8.3,22.6%,-14.4%,-10.3%,3.5%,-0.6
O=C(NCCc1ccccc1Cl)C1CCC(=O)N(Cc2ccc(Cl)cc2)C1 (stereo not given),.,8.3%,-1.5%,-6.7,.,-7.3%,3.2%,-2.4%,0.8%,20.7
CCNc1nc(NCC)n2c(SCC(=O)Nc3ccc(F)cc3)nnc2n1,.,-4.3%,.,-2.7,-12.2,6.8%,.,.,0.1%,0.7
O=C(O)CC1(CC(=O)Nc2ccc(C(F)(F)F)cc2)CCCC1,-1.1,4.5%,-0.4%,7.7,4.3,1.5%,3.4%,-6.3%,1.4%,-9.1
CCOC(=O)c1nc2ccccc2s1,-0.3,-0.8%,-1.6%,0.4,-38.4,20.1%,-1.6%,5.4%,3.7%,0.7
CCOC(=O)CN(C(=O)CSc1nnc(-c2ccc(OC)c(OC)c2)o1)c1ccccc1,2.5,13.2%,3.5%,-20.1,-12.5,-27.2%[7.66 µM],10.9%,10.7%,-1.4%,0.1
COC(=O)c1cc(S(=O)(=O)Nc2cc(OC)cc(OC)c2)cn1C,3.7,-2.4%,.,4.3,10.6,2.6%,-3.0%,-12.5%,1.4%,2.4
COc1ccc(CC2(C)OC(c3ccc(C)cc3)=NN2C(C)=O)cc1 (stereo not given),0.2,5.2%,2.7%,1.0,2.2,-6.2%,-3.7%,-11.9%,-5.2%,18.5
CC(C)CNS(=O)(=O)c1cc(C(=O)OC2CCOC2=O)c(Cl)cc1Cl (stereo not given),-0.5,-5.2%,-2.4%,4.3,7.7,8.7%,-2.0%,-2.2%,0.0%,-1.6
CN(C)/C=N/S(=O)(=O)c1ccc(Cl)cc1,1.6,5.2%,13.7%,0.1,-7.1,4.7%,7.8%,-6.5%,0.7%,-3.1
CCN(CC)S(=O)(=O)c1cccc(C(=O)N2CCCCC2)c1,5.2,9.6%,-3.1%,-10.1,-24.8,6.7%,-1.1%,-0.5%,-0.9%,1.4
CCCCOc1cccc(C(=O)Nc2ccc(N3CCN(CC)CC3)cc2)c1,0.2,0.3%,-0.8%,37.8,-30.9,-62.5%[inhibitor],15.1%,-3.0%,-4.7%,4.5
C=CCNC(=S)N1CCN(Cc2ccccc2)CC1,4.0,1.5%,6.5%,-12.5,12.9,?,14.4%,-6.3%,9.9%,9.2
CS(=O)(=O)N(CC(=O)N1CCN(Cc2ccccc2)CC1)c1ccc2c(c1)OCCO2,0.7,-3.4%,0.4%,-3.5,0.8,-7.2%,3.7%,-0.8%,-2.5%,0.2
CCCNC(=O)CN(C)CC(=O)Nc1ccccc1C#N,-1.0,-9.0%,14.8%,.,15.0,-49.5%[inhibitor],2.7%,-3.0%,-1.4%,-0.2
COc1ccc(N2CCN(C(=O)C3CCN(S(=O)(=O)c4ccccc4)CC3)CC2)cc1,-2.5,-0.3%[11.5 µM],-0.2%,-22.2,7.2,20.4%,5.3%,-2.0%,-0.9%,-0.5
Cc1ccccc1C(=O)Nc1cccc(NC(=O)c2ccc(F)cc2)c1,1.9,0.6%,-1.8%,-5.8,-7.3,-45.0%,3.2%,23.5%,-5.5%,5.3
Cc1nnc(NC(=O)c2nc(S(=O)(=O)Cc3ccccc3C)ncc2Cl)s1,1.4,-21.0%,2.7%,-14.6,0.6,-63.1%[inhibitor],-8.9%,?,-0.9%,5.5
O=C(c1ccc(Cl)cc1Cl)N1CCC(c2nc3c(nnn3Cc3ccco3)c(=O)[nH]2)CC1,2.6,-0.1%,2.0%,6.1,-20.7,18.2%,6.3%,1.9%,-11.2%,3.6
C[C@H]1CCC2[C@](C)(CO)[C@@H](O)CC[C@]2(C)[C@@]12CCC(CO)(CCO)O2 (stereo not given in full),-2.2,2.2%,0.4%,3.0,-5.1,-11.1%,13.0%,-12.3%,-0.8%,4.2

# High-throughput results deposited in PubChem BioAssay by National Center for Advancing Translational Sciences (NCATS).
